High-throughput results deposited in PubChem BioAssay by Broad Institute.
E-sel inducer: E-selectin induction on HUVECs; P16581; HUVEC E-selectin immunofluorescence imaging; normalized: neutral wells 0, TNF-alpha wells 100; activation, % at 7.58 µM; 260,000 compounds, 0.37% hits;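 active means mean E-selectin-positive cell signal at least 10% of the positive control, reached in at least 60% of replicates, without over 20% cell loss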;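 further: in these data hits start at about 27%; measured in HUVEC primary endothelial cells; signal is the percent of cells scored E-selectin positive by PE staining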
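Read-out basis: % PE-positive cells; Test system: HUVEC primary endothelial cells; Technique: immunofluorescence imaging; Dosing: single-point compound dose.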
miR122 inh: miR-122 inhibition in Huh7 cells; activation (reporter increase), % at 12.5 µM; Huh7 miR-122 Renilla luciferase sensor, 48 h; neutral wells = 0, positive control = 100; 340,000 compounds, 0.3% hits;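 active means mean replicate activation score at least 90 and every replicate individually at or above 90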;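 further: higher luciferase means less miR-122 activity so hits act as miR-122 inhibitors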
Cneo AK release: Cryptococcus neoformans lysis via adenylate kinase release. AID 651654. C. neoformans lysis, adenylate kinase release luminescence, 4 h; normalised: neutral wells 0, clomiphene wells 100. lysis activity, % at 15 µM. 360,000 compounds, 0.2% hits;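 active means mean lysis activity across replicates of at least 80%, whatever share of replicates individually reach that level; inactive means mean lysis activity below 80%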
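Material – log-phase Cryptococcus neoformans yeast cells · Input – 5 × 10^6 yeast cells/mL · Medium – fresh YPD growth medium · Doses – single compound concentration per well · Timing – static 4 h at 37 °C with compound, 1 h detection · Detection – adenylate kinase release luminescence · Read-out – signal increase indicating cell lysis · Control set – Clomiphene as positive lysis control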
ERAP1 HTS inh: ERAP1 (human) enzyme inhibition; Q9NZ08; recombinant ERAP1, Leu-AMC fluorescence, 60 min; inhibition, % at 10.7 µM; 340,000 compounds, 0.15% hits;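 active means mean replicate inhibition of at least 30%, or all replicates individually reaching that 30% level; inactive means mean below 30% and not every replicate reaching it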;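 further: 0% = neutral control wells and 100% = L-leucinethiol positive control wells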
PGC1a acetyl inh: modulators of PGC1a acetylation. inhibition, % at 15.6 µM. U2OS PGC1a acetylation, AlphaScreen anti-acetyl-lysine; with virally co-expressed GCN5 acetyltransferase. 350,000 compounds, 0.17% hits;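 active means every replicate shows inhibition of at least 40%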;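 further: 0% = neutral control wells and 100% = positive control wells; some results beyond the cut were filed as inactive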
RAD54 inh: RAD54 (human) branch migration inhibition. Q92698. 360,000 compounds, 0.14% hits. inhibition, % at 10.4 µM. AID 602329. RAD54 Holliday junction branch migration, FAM/BHQ fluorescence;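 active means mean normalized replicate activity at least 40 and at least half of replicates scoring 40 or more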;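 further: 0% = median of neutral control wells and 100% = median of positive control wells; inhibitors cause a drop in the FAM fluorescence signal; in these data hits start at about 50%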
PglD DTNB: PglD (C. jejuni) enzyme inhibition; purified PglD enzyme, DTNB colorimetric CoA detection; inhibition, % at 12.5 µM; 360,000 compounds, 0.098% hits; AID 602405; in the data active means inhibition above about 16%, passing the limit was not always enough; further: strong numbers were not always called active
RAD52 inh: RAD52 (human) annealing inhibition; P43351; recombinant RAD52 DNA annealing, FRET fluorescence; inhibition, % at 18.7 µM; 360,000 compounds, 0.46% hits;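 active means every replicate showing at least 50% inhibition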
Target sequence (P43351 whole entry, looked up): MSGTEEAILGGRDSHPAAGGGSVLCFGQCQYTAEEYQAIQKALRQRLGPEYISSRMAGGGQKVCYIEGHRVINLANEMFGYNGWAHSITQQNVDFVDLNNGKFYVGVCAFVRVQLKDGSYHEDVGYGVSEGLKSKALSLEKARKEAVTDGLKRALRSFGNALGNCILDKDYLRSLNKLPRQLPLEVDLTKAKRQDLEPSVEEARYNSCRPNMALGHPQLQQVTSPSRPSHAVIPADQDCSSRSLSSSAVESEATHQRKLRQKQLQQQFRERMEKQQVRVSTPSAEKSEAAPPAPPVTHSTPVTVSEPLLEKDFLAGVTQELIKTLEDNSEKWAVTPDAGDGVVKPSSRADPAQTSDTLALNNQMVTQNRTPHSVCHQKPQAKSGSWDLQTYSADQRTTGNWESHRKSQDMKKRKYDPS
* = called active by the depositor; / = not tested or not shown; [ ] = another dose, or the depositor's remark. Compounds as they come; overall some 1.4% were active at least once.

| item | SMILES | ERAP1 HTS inh | Cneo AK release | PglD DTNB | E-sel inducer |
| --- | --- | --- | --- | --- | --- |
| 1 | CC(C)CCn1c(N2CCc3ccccc3C2)nc2c1c(=O)[nH]c(=O)n2C | 2 | -2 | -2 | -1.6 |
| 2 | CN(C(=O)CC1C(=O)NCCN1Cc1c(F)cccc1Cl)C1CCOCC1 (configuration not stated) | 3 | 1 | -2 | 0.3 |
| 3 | O=C1CC(c2ccc(F)cc2)CC(O)=C1C1NCCc2ccccc21 (configuration not stated) | / | 2 | / | / |
| 4 | COc1ccccc1NC(=O)COc1ccc(C(=O)NCc2ccccc2)cc1OC | -2 | 0 | 3 | 1.5 |
| 5 | Cc1cc(S(=O)(=O)N2CCCc3ccccc32)ccc1-n1cnnn1 | 1 | 0 | -6 | / |
| 6 | CN(CC(=O)Nc1ccc2c(c1)OCO2)CC(=O)Nc1ccc(F)c(F)c1F | 0 | 0 | -2 | / |
| 7 | COCCOCCn1c(CCCO)nc2ccccc21 | / | -4 | -6 | / |
| 8 | CCN(CC)C(=O)c1ccc2sc([C@@H]3O[C@H](CO)[C@H](O)[C@H](O)[C@H]3O)nc2c1 | -1 | -1 | -1 | 0.0 |
| 9 | COc1ccc(OCC(=O)NCCc2ccc(S(N)(=O)=O)cc2)cc1 | / | 4 | 0 | / |
| 10 | CN(C)S(=O)(=O)c1ccc(N2CCOCC2)c(C(=O)NCc2ccc3c(c2)OCO3)c1 | 3 | 2 | -4 | 0.1 |

| item | PGC1a acetyl inh | RAD54 inh | miR122 inh | RAD52 inh |
| --- | --- | --- | --- | --- |
| 1 | 0 | 2 | -6 | -9 |
| 2 | 6 | -2 | -1 | -23 |
| 3 | -6 | -10 | -1 | / |
| 4 | 2 | -4 | -8 | -3 |
| 5 | / | -7 | 58 | -15 |
| 6 | / | 8 | 4 | -17 |
| 7 | 6 | -4 | -4 | / |
| 8 | 17 | 3 | 4 | -14 |
| 9 | 3 | -2 | -15 | / |
| 10 | 7 | -11 | 13 | -6 |

An excerpt of these results, as labelled records:
2	CN(C(=O)CC1C(=O)NCCN1Cc1c(F)cccc1Cl)C1CCOCC1 (configuration not stated)
  ERAP1 HTS inh = 3
  Cneo AK release = 1
  PglD DTNB = -2
  E-sel inducer = 0.3
  PGC1a acetyl inh = 6
  RAD54 inh = -2
  miR122 inh = -1
  RAD52 inh = -23
3	O=C1CC(c2ccc(F)cc2)CC(O)=C1C1NCCc2ccccc21 (configuration not stated)
  ERAP1 HTS inh = /
  Cneo AK release = 2
  PglD DTNB = /
  E-sel inducer = /
  PGC1a acetyl inh = -6
  RAD54 inh = -10
  miR122 inh = -1
  RAD52 inh = /

The list goes on:
| item | SMILES | ERAP1 HTS inh | Cneo AK release | PglD DTNB | E-sel inducer |
| --- | --- | --- | --- | --- | --- |
| 11 | CCOC(=O)c1ccc(N2N=C(C)/C(=C/C=C/c3ccco3)C2=O)cc1 | / | -1 | 1 | / |
| 12 | C[C@H](CO)N1C[C@H](C)[C@H](CN(C)C(=O)c2ccccc2F)Oc2ncc(C#C[C@@H](C)O)cc2C1=O | -1 | -10 | -1 | / |
| 13 | COc1ccccc1NC(=O)C(C)OC(=O)Cc1ccsc1 (configuration not stated) | -10 | 0 | -1 | / |
| 14 | O=C(O)C1CC(=O)N(CCc2c[nH]c3ccccc23)C1 (configuration not stated) | / | 0 | 4 | / |
| 15 | Cc1ccc(-c2cc(Cc3ccc(N(C)C)cc3)c(=O)[nH]n2)cc1 | 3 | 1 | 1 | / |

| item | PGC1a acetyl inh | RAD54 inh | miR122 inh | RAD52 inh |
| --- | --- | --- | --- | --- |
| 11 | 10 | 0 | -5 | / |
| 12 | 12 | -1 | 0[16.7 µM] | -10 |
| 13 | / | -3 | / | -17 |
| 14 | / | -3 | -5 | / |
| 15 | -2 | -7 | -8 | -13 |

Entries shown so far containing a carbonyl joined to an NH by a bond outside any ring:
| item | SMILES | ERAP1 HTS inh | Cneo AK release | PglD DTNB | E-sel inducer |
| --- | --- | --- | --- | --- | --- |
| 4 | COc1ccccc1NC(=O)COc1ccc(C(=O)NCc2ccccc2)cc1OC | -2 | 0 | 3 | 1.5 |
| 6 | CN(CC(=O)Nc1ccc2c(c1)OCO2)CC(=O)Nc1ccc(F)c(F)c1F | 0 | 0 | -2 | / |
| 9 | COc1ccc(OCC(=O)NCCc2ccc(S(N)(=O)=O)cc2)cc1 | / | 4 | 0 | / |
| 10 | CN(C)S(=O)(=O)c1ccc(N2CCOCC2)c(C(=O)NCc2ccc3c(c2)OCO3)c1 | 3 | 2 | -4 | 0.1 |
| 13 | COc1ccccc1NC(=O)C(C)OC(=O)Cc1ccsc1 (configuration not stated) | -10 | 0 | -1 | / |

| item | PGC1a acetyl inh | RAD54 inh | miR122 inh | RAD52 inh |
| --- | --- | --- | --- | --- |
| 4 | 2 | -4 | -8 | -3 |
| 6 | / | 8 | 4 | -17 |
| 9 | 3 | -2 | -15 | / |
| 10 | 7 | -11 | 13 | -6 |
| 13 | / | -3 | / | -17 |
